SSB-PriA inh: inhibitors of Klebsiella pneumoniae PriA binding to SSB C-terminal tail; inhibition, % at 33 µM; hit rate 0.6% among 430,000; AlphaScreen SSBct-PriA binding, biotinylated peptide; in the data active means inhibition mostly above about 37%, no sharp cut-off; inactive means mostly below about 20%;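 further: plate controls were negative control peptide for no effect and reference peptide for full effect; strong numbers were not always called active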
* hit, by the source's call; & = joins results of further samples.

SMILES | SSB-PriA inh
COc1ccc(CC2=NS(=O)(=O)c3cc(S(=O)(=O)N4CCCCC4)ccc3N2)cc1OC | 1
CC(C)(C)c1cc(=O)n2c(n1)SCC(C(=O)Nc1cccc(NS(C)(=O)=O)c1)C2 (stereo not given) | -2
O=C(NCCOc1cccc(C(F)(F)F)c1)c1cc(Cl)ccc1[N+](=O)[O-] | 6
O=S(=O)(c1ccccc1F)N1CCC(c2nnc(C3CC3)o2)CC1 | -3
Cc1nn(C(=O)CCCOc2ccc(Cl)cc2Cl)c(C)c1Sc1ccccc1[N+](=O)[O-] | -3
O=C(Cn1cc(C=NO)c2ccccc21)N1CCOCC1 | -4
COC1=CC(=Cc2c(N)n3cc(C)sc3nc2=O)C=CC1=O | -12
CCOC(=O)C1CCc2sc(NC(=O)C3CCN(c4ccc(=O)n(C)n4)CC3)nc21 (stereo not given) | -26
COc1ccc(S(=O)(=O)NCC2CCN(C3CCCC3)CC2)cc1OC | -11
C=CCn1c(SCCC(=O)NCc2ccc3c(c2)OCO3)nc2scc(-c3ccco3)c2c1=O | -7
Nc1nc(CN2C(=O)CCC2=O)cs1 | -6
COc1ccc(OC)c(-c2cc(C(=O)N(Cc3ccoc3)Cc3cccs3)n(C)n2)c1 | -26
Cn1nc(CNS(=O)(=O)c2cccc(C(F)(F)F)c2)c2ccccc2c1=O | -5
COc1ccc(Nc2nc(-c3ccccc3)c3cc(Cl)ccc3n2)c(OC)c1 | 24
NC(=O)Cc1csc(SCc2ccc(Br)cc2)n1 | -7
Cc1ccc(C(=O)Nc2cccc(C(=O)NN=Cc3ccccc3F)c2)cc1 | 7
COCCNC(=O)NCC(O)(c1ccccc1)C1CC1 (stereo not given) | -8
Cc1ccccc1[C@@H]1CCN(C(=O)c2c(-c3ccccc3Cl)noc2C)CCS1 | -6
Cc1ccc(NS(=O)(=O)c2ccc(NN=Cc3ccncc3)c([N+](=O)[O-])c2)c(C)c1 | 3
Cc1cc(CCNC(=O)CSCc2ccccc2)on1 | 0
COC(=O)c1cccc(Oc2nnc(-c3ccc(F)cc3)c3ccccc23)c1 | -2
CCN(CC)CCN(C(=O)c1ccc(S(=O)(=O)N2CCc3ccccc3C2)cc1)c1nc2ccc(OC)cc2s1 | 10
CCCOc1ccc(S(=O)(=O)NCc2ccc3c(c2)OCO3)cc1 | 2
O=C(NCc1cccnc1-c1ccsc1)c1cnccn1 | -8
O=C(Nc1ccccc1-c1nc2ccccc2o1)c1ccc([N+](=O)[O-])s1 | -2
Cc1c(Cl)cccc1NC(=O)C(C)Oc1cccc(Br)c1 (stereo not given) | -12&-10
Cc1nc2scc(C)n2c(=O)c1NC(=O)c1ccccn1 | -3
CCOC(=O)C(=O)Nc1ccc(-c2nnc(CC)o2)cc1 | 4
Cc1ccccc1OCC(=O)NCC(C)(O)c1ccco1 (stereo not given) | -12
O=C(Nc1nnc(-c2ccc3c(c2)OCCO3)o1)C1CCN(S(=O)(=O)c2cccs2)CC1 | -9
COC(=O)c1sc(-c2ccccc2)cc1NC(=O)CN1C(=O)c2ccccc2C1=O | -8&-7
CCOC(=O)C1CCN(C(=O)C2CCCN(c3ccc(-c4ccc(C)c(C)c4)nn3)C2)CC1 (stereo not given) | -6
CCOCC(=O)NC1CNC(=O)C1 (stereo not given) | -6
O=C(NCCCc1ccccc1)c1sccc1S(=O)(=O)N1CCN(c2ccccc2)CC1 | 0
COc1cccc(NC(=O)CCSc2nc3scc(-c4ccc(F)cc4)c3c(=O)n2-c2ccccc2)c1 | -3
O=C(CSc1ccc(Cl)cc1)Nc1cccc2c1C(=O)NC2=O | 0
CCOc1ccc(OCC)c(S(=O)(=O)NCc2cc(C)nc(N(C)C)n2)c1 | 2
CCOc1cc(S(=O)(=O)NCc2ccco2)ccc1F | -6
C#CCn1c(=NC(=O)CCOc2ccccc2)sc2cc(S(N)(=O)=O)ccc21 | -7
Cc1nc2cc(NC(=O)c3ccc(-n4cccn4)nn3)ccc2s1 | -2
COC(=O)N1CCc2c(sc(NC(=O)/C=C/c3ccccc3Cl)c2C(N)=O)C1 | -14
Nc1nc(S(=O)(=O)Cc2ccccc2)ns1 | 17
O=[N+]([O-])c1ccc(Cl)c(S(=O)(=O)N=C(c2ccccc2)N2CCOCC2)c1 | 9
CCc1ccc(S(=O)(=O)NCC2(c3ccc(OC)cc3)CCOCC2)s1 | -3
CN1C=CC=C/C1=C(/C#N)c1nc(-c2ccc(Cl)cc2)cs1 | 134*
O=C1CC(C2CCCC=C2N2CCOCC2)C(=O)N1 (stereo not given) | -9
COc1ccc(NC(=O)CSc2ncc(-c3cccc(Br)c3)o2)cc1 | -7
CCOC(=O)N1CCC(NC(=O)CSc2nnc(CCc3nc4ccccc4[nH]3)o2)CC1 | 7
COCCn1cc(NC(=O)N2CCN(C(C)=O)CC2)c2ccccc21 | -15
Cn1cc(C(=O)NN=C/C(Br)=C\c2ccccc2)ccc1=O | -19
Cc1cc(S(=O)(=O)C(CNC(=O)c2ccccc2Cl)c2ccco2)ccc1F (stereo not given) | 2
COc1cccc(-c2ccc(=O)n(Cc3nc(-c4ccc(OC)cc4OC)no3)n2)c1 | 2
Brc1ccc(C2=NN=C(c3ccccc3)SC2)cc1 | -91&-19
CNS(=O)(=O)c1ccc(C(=O)NCCOC)o1 | -5
CC(NC(=O)C12CC3CC(CC(C3)C1)C2)C(=O)N/N=C\c1ccc([N+](=O)[O-])o1 (stereo not given) | 16
O=C(CCCN1C(=O)/C(=C\c2ccco2)SC1=S)NNC(=O)c1ccccc1O | 9
CCOC(=O)c1c(-c2ccccc2)oc2ccc(N(C(=O)c3ccncc3)S(=O)(=O)c3ccccc3)cc12 | -9
O=C(CNC(=O)c1cccc(F)c1)NN=Cc1cccs1 | -1
CC(C)CCNC(=O)c1sccc1S(=O)(=O)N(C)c1ccc(F)cc1 | -13
COc1nn(C)cc1C(=O)N(Cc1ccco1)C1CCOCC1 | 5
The results go on.
SMILES | SSB-PriA inh
O=C(O)c1ccc(-c2ccc(Cl)c(Cl)c2)cc1 | -27
O=c1[nH]c(SCc2ccccc2F)nc2c1cnn2-c1ccc(F)cc1 | 0
Cc1cc(/C=C(\C#N)C(=O)NCCCn2ccnc2)cc(C)c1O | -8
CSc1ccc(-c2noc(-c3nn(-c4ccc(F)c(F)c4)ccc3=O)n2)cc1 | -9
Cc1cc(NC(=O)c2cncc(Br)c2)c2cc(Br)ccc2n1 | -17
CCOc1ccc(CC(=O)NC[C@@](O)(c2ccccc2)C(F)(F)F)cc1 | -16
CC1CCCCN1c1nc(-c2ccccc2)nc2sc(-c3ccccc3)cc12 (stereo not given) | -4
Cc1ccc(S(=O)(=O)N2CCN(Cc3nc4ccccc4n3Cc3ccccc3)CC2)s1 | -19
CCc1ccc(-c2cc3c(=O)n(Cc4nc(-c5ccccc5OC)oc4C)ccn3n2)cc1 | 4
Cn1c(NN=Cc2cccc(O)c2)cc(=O)n(C)c1=O | -15
O=C(C1COCC(=O)N1Cc1ccccc1)N1CCN(c2cccc(C(F)(F)F)c2)CC1 (stereo not given) | -12
CCc1n[nH]c(=S)n1N=Cc1c(C)nn(-c2ccccc2)c1Cl | -4
Cc1cc2cc(CNC(=O)COc3ccc(Cl)cc3Cl)ccc2[nH]1 | -13&21
Clc1ccccc1Nc1nc(Nc2ccccc2Cl)nc(N2CCOCC2)n1 | -10
COc1ccc(CC(=O)Nc2cc(C)nn2-c2nc3c(F)cccc3s2)cc1 | -18
CCOC(=O)N1CCN(C(=O)CN2CCC(c3cccs3)CC2)CC1 | -7
Cc1cc(N(C)C)nc(CNC(=O)CNC(=O)c2ccccc2)n1 | -2
COc1ccccc1C1(CNC(=O)c2cn(C)nn2)CCOCC1 | -17
COc1cc(OC)c(NC(=O)CSC2=NC(C)(C)N=C2c2ccc(C)cc2)cc1Cl | -13&-1
CCCS(=O)(=O)N1CCc2ccc(NC(=O)COc3ccccc3F)cc2C1 | -3
CS(=O)(=O)NCCCn1nc(-c2ccco2)ccc1=O | -13
CCOC(=O)c1nn(-c2ccccc2Cl)c(=O)cc1OS(=O)(=O)c1ccc2c(c1)OCCO2 | -3
COC(C(=O)NN=C(C)CC(=O)Nc1ccc(N(C)C)cc1)c1ccccc1 (stereo not given) | 16
CCOc1ccc2nc(NC(=O)C3CN(c4ncnc5c4nnn5CC)C3)sc2c1 | 9
O=C(COc1ncccn1)N1CCN(c2cc(Nc3ccccn3)ncn2)CC1 | -7
COc1ccc(OCC(=O)NCC(c2ccsc2)N2CCc3ccccc3C2)cc1 (stereo not given) | 2
CCCc1nnsc1C(=O)NC[C@H](O)c1ccoc1 | -8
N#C/C(C(=O)NCc1ccco1)=C1/N=C(NC(=O)c2ccc(F)cc2)c2ccccc21 | -9
O=C(NNC(=O)c1cccn(Cc2cccc(F)c2)c1=O)Nc1ccc(Cl)cc1 | -8
CC(C)(NO)C(=NO)c1ccc(Cl)cc1 | -7
O=C(Nc1cccs1)N1CCC(Cn2ccnc2-c2ccccc2)CC1 | -2
CCN(CC)c1ccc(/C=C/C(=O)c2c(O)cc(C)oc2=O)cc1 | -2
Cc1ncc(CO)c2cc(C(=O)c3ccc4c(c3)OCO4)c(=O)oc12 | -13
COc1ccc(CNC(=O)N2CCC(CSc3ccccn3)CC2)cc1 | 0
CC(C)(C)S(=O)(=O)C(C#N)=NNc1ccc(C#N)cc1 | 1
C=CCc1ccc(OCCCn2ccnc2)c(OC)c1 | 18
CCOC(=O)c1csc(NC(=O)c2ccc(S(C)(=O)=O)cc2)n1 | -9
Cc1c(N=NC(C(=O)Nc2c(Cl)cccc2Cl)=C(O)c2ccccc2)c(=O)n(-c2ccccc2)n1C | -3
COc1ccc2c(CC(=O)Nc3ccccc3Cl)cc(=O)oc2c1 | -1
O=C(c1n[nH]c2c1CCCC2)N1CCN(c2cc(C(F)(F)F)ncn2)CC1 | -9
CCOc1cccc2cc(C(=O)NCCn3nc(-c4cccnc4)ccc3=O)c(=O)oc12 | -14
O=C1CCCN1Cc1cn(C2CN(S(=O)(=O)c3ccc(Cl)s3)C2)nn1 | -13
COc1cccc(C=NNC(=O)c2cc3c(OC)c(OC)ccc3[nH]2)c1OC | 17
Cc1cc(NC(=O)Cc2ccc(C(C)C)cc2)n(C(C)C)n1 | 5
CC12CCC(C(=O)Nc3ccccc3)(CC1=NO)C2(C)C (stereo not given) | -11
CC(C)S(=O)(=O)c1cccc(C(=O)N2CC(=O)Nc3ccccc32)c1 | 3
Cc1oc2nc3c(c(=O)n(C/C=C/c4ccccc4)c(=O)n3C)n2c1C | -13
CC(C)Sc1ccc(CC(=O)NCCC(O)c2ccsc2)cc1 (stereo not given) | -7
Cc1ccc(C=NNC(=O)c2cccnc2)o1 | -9
O=C(NCC(Cc1cccc(F)c1)N1CCCC1=O)c1ccccn1 (stereo not given) | -13
COc1ccc2oc(-c3csc(NC(=O)CN4C(=O)c5ccccc5C4=O)n3)cc2c1 | -4
O=C(CCc1ccc(Cl)c(F)c1)NCC1CCCN1c1ccccc1 (stereo not given) | -7
Cc1ccn2cc(-c3ccc(NC(=O)c4ccc5c(c4)OCO5)cc3)nc2c1 | 7
C(=C\c1cccs1)/c1nnc(-c2cccs2)o1 | -40
CCCCN(CCCC)Cc1cn2c(-c3ccc(OC)cc3)nnc2s1 | -8&-4
COC(=O)c1ccc(C=NNC(=O)CC(=O)NCCc2ccccc2)cc1 | -18
CC(C)CS(=O)(=O)Nc1ccc2c(c1)N(C(=O)c1ccccc1)CCC2 | -5
COC1CCN(c2ccc(C(=O)NCc3cccnc3-c3ccsc3)cc2)C1 (stereo not given) | -30
Cc1nc(-c2ccccc2F)sc1CNC(=O)[C@H](C)Oc1ccccc1Cl | -4
Cc1cccc(C(=O)Nc2ccc(C(=O)NN=Cc3ccco3)cc2)c1 | 7
CC(=NNC(=S)NC1CCCCC1)c1ccc(O)cc1 | 21
O=c1cc[nH]c2c(=O)cc[nH]c12 | 22
CCOC(=O)c1c(-c2ccccc2Cl)csc1N | 15

Screening data deposited in PubChem by Small Molecule Screening Facility, UW Madison.

A portion of the library; rates above refer to the full screens.
